Chronic BCR inh = qHTS Assay to Find Inhibitors of Chronic Active B-Cell Receptor Signaling; ABC-DLBCL IkBa-CBG/CBR reporter, luminescence ratio, 4 h; Potency, µM (doses to about 46.1 µM), for inactives: at the highest dose ratio change, negative = lower green/red ratio, usual class: inhibitors; AID 493014, 2011; 340,000 tested, 0.05% active; active = well fitted inhibition curve with a large enough effect in the signal ratio, with a control signal flat, not every such curve was filed as active; inconclusive = small, poorly fitted or top-dose-only effect, or effect the other way, or a change in a side signal; the % refers to the signal ratio;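 note: potency is the fitted concentration of half-maximal effect; plate controls were basal doxycycline-induced cells for no effect and cells given 10 µM MG132 for full effect; MG132 reads +100%, hits lower the ratio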
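Concentration-response series (up to 46 uM) were applied to TMD8 dual-reporter cells for 4 h at 37C with doxycycline. Green/red ratio, after filter-overlap correction, defined %Activity; red signal alone was normalised to basal cells and zero luminescence.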
USP2a inh = qHTS Assay for Inhibitors of Ubiquitin-specific Protease USP2a Using CHOP2 as the Reporter. AID 463254, 2010. 330,000 tested, 0.01% active. Ubiquitin carboxyl-terminal hydrolase 2 (Homo sapiens), O75604. USP2 core, Ub-CHOP2 coupled fluorogenic reporter, 485/531. Potency, µM (titrated, usually from 38.3 µM), without a hit: at the highest dose activity change, negative = inhibition, hits mostly inhibitors;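 note: potency is the fitted concentration of half-maximal effect; plate controls were DMSO wells for no effect and full inhibition by NEM control for full effect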
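USP2 core (10nM final) preincubated 30min RT with compound in 20mM Tris-HCl pH 8.0, 2mM CaCl2, 2mM beta-mercaptoethanol, 0.05% CHAPS; 25nM Ub-CHOP2 plus 25nM reporter substrate added, fluorescence (Ex485/Em531) read after 60min.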
Eya2 phos inh = qHTS Assay for Inhibitors of the Phosphatase Activity of Eya2. recombinant Eya2, OMFP fluorescence dephosphorylation (OMFP is methylfluorescein phosphate). Potency, µM (series often up to 76.9 µM), inactives show top-dose activity, negative = inhibition, usual class: inhibitors. 330,000 tested, 0.006% active; note: potency is the fitted concentration of half-maximal effect; % is set by controls: 0 for no effect and ±100 for the full control effect
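Eya2 (0.2 uM) preincubated 10 min at ambient with compound, then OMFP substrate added at 50 uM; 10 min reaction in 50 mM HEPES pH 7.5, 50 mM NaCl, 5 uM MgCl2, 0.05% BSA, 1 mM DTT. Fluorescence read at Ex 485/Em 525 nm.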
KCNH2 WT inh = qHTS for Inhibitors of KCHN2 3.1: Wildtype qHTS; AID 720551, 2013; activity change, % at 1.84 µM; Voltage-gated inwardly rectifying potassium channel KCNH2 (Homo sapiens), Q12809; 340,000 tested, 0.37% active; U2OS, BacMam KCNH2, thallium flux FluxOr; stronger effect = lower value;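 active = maximum activity change below -70%; inconclusive = maximum activity change between -70% and -50%; inactive = maximum activity change above -50%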; note: % is set by controls: 0 for no effect and ±100 for the full control effect
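U2OS cells were transduced with wild-type KCNH2 virus (2.03 x 10^8 / mL) for 4 h at room temperature, then cultured overnight at 37 C. Thallium flux was read with FluxOr dye. Rate constants were normalized to DMSO controls.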
TSHR antagonist = Antagonists of the Thyroid Stimulating Hormone Receptor: HTS campaign; Thyrotropin receptor (Homo sapiens), P16473; TSHR-expressing cells, TSH-stimulated cAMP HTRF, 2 h; stronger effect = lower value; activity change, negative = inhibition, % at 11.5 µM; 330,000 tested, 0.2% active;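 active = activity change below a set negative limit, meaning inhibition stronger than a set level, cut at about -70% in these data; inconclusive = activity change between two set negative limits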; note: % is set by controls: 0 for no effect and ±100 for the full control effect
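Cell-based HTRF cAMP assay; TSHR cells + compound, TSH EC80 (4nM final), 2 h, 37 deg C. Lysis with anti-cAMP cryptate and cAMP-d2, 30 min RT, read 665/620 nm.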
Menin MLL FP TR = qHTS Assay for Inhibitors Targeting the Menin-MLL Interaction in MLL Related Leukemias: Competition With Texas Red Labeled MLL-derived Mutant Peptide. 270,000 tested, 0.23% active. Potency, µM (highest dose often 61.6 µM), for the others: top-dose FP activity change, negative = inhibition, usual class: inhibitors. Menin + Texas Red MLL mutant peptide, fluorescence polarization; active = well fitted inhibition curve with a large enough effect in the polarisation, with a control signal flat, not every such curve was filed as active; inconclusive = small, poorly fitted or top-dose-only effect, or effect the other way, or a change in a side signal; inactive = no such curve, though single readings can be large or run the other way; the % refers to the polarisation; note: potency is the fitted concentration of half-maximal effect; % of control where 0% means no effect; many of its hits are not listed in these tables
MBNL1 CUG block = qHTS Assay for Inhibitors of MBNL1-poly(CUG) RNA binding; Muscleblind-like protein 1 (Homo sapiens), Q9NR56; TR-FRET MBNL1-His/biotin-(CUG)12 binding, 665/545 ratio; Potency, µM (doses to about 57.5 µM), without a hit: top-dose activity change, negative = inhibition, most hits filed as inhibitors; 280,000 tested, 0.036% active; AID 2675, 2010; active = well fitted inhibition curve with a large enough effect in the signal ratio, with a control signal flat, not every such curve was filed as active; inconclusive = small, poorly fitted or top-dose-only effect, or effect the other way, or a change in a side signal; inactive = no such curve, though single readings can be large or run the other way; the % refers to the signal ratio; note: potency is the fitted concentration of half-maximal effect; % is set by controls: 0 for no effect and ±100 for the full control effect
Target sequence (Q9NR56 whole entry, looked up): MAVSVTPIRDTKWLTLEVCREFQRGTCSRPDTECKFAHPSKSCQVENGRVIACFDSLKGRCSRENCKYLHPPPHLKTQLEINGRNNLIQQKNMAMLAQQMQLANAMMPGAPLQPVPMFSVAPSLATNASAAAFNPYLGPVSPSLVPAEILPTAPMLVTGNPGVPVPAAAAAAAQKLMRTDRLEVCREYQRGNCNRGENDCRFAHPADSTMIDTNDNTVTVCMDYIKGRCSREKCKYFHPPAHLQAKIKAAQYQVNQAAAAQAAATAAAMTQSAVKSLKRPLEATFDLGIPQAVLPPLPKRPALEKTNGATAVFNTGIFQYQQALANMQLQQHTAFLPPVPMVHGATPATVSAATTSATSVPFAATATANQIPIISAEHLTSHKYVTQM
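Inhibition of protein-RNA binding appears as loss of TR-FRET between terbium anti-His antibody on MBNL1-His and streptavidin-XL665 on biotin-(CUG)12. Activity is normalized to buffer-only and uninhibited-complex controls.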
GALK inh = qHTS Assay for Inhibitors of Human Galactokinase (GALK). P51570. Purified GALK, Kinase-Glo residual ATP luminescence. Potency, µM (series often up to 57.5 µM), without a hit: at the top dose activity change, negative = inhibition, most hits filed as inhibitors. 270,000 tested, 0.007% active; note: potency is the fitted concentration of half-maximal effect; % is set by controls: 0 for no effect and ±100 for the full control effect
Target sequence (P51570 whole entry, looked up): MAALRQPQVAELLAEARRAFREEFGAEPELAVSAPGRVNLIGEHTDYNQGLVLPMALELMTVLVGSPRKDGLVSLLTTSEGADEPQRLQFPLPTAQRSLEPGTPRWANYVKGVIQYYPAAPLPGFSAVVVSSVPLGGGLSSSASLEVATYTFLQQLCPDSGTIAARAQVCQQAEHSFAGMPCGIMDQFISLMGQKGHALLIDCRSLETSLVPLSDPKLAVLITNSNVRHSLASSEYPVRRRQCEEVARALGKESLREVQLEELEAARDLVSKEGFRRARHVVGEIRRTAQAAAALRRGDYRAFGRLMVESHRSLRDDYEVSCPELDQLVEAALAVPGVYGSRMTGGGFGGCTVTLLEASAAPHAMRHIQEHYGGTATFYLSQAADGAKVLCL
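Human GALK (5 nM) with 35 uM ATP and 100 uM galactose in 20 mM HEPES pH 8.0, 5 mM MgCl2, 60 mM NaCl, 1 mM DTT, 0.01% BSA. After 1 h at room temperature, leftover ATP was read by Kinase-Glo Plus luminescence.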
ASM inhibitor = Inhibitors of Secretory Acid Sphingomyelinase (S-ASM): qHTS; placental ASM, HMU-PC fluorogenic substrate, 60 min; 340,000 tested, 0.006% active; Potency, µM (highest dose often 57.5 µM), for the others: top-dose activity change, negative = inhibition, actives largely listed as inhibitors; Sphingomyelin phosphodiesterase (Homo sapiens), P17405; note: potency is the fitted concentration of half-maximal effect
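HMU-PC0 cleavage (9 uM final) by human placental ASM, 60 min at 37 °C following 10 min compound exposure at RT; stopped at pH 10, fluorescence Ex 386/Em 447 nm.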
PKM2 activator = qHTS Assay for Activators of Human Muscle isoform 2 Pyruvate Kinase | Pyruvate kinase PKM (Homo sapiens), P14618 | Potency, µM (doses to about 57.5 µM), without a hit: at the top dose activation, most hits filed as activators | 260,000 tested, 0.34% active | purified PKM2, Kinase-Glo ATP luminescence, activation; response scale: 0% is enzyme alone, no compound; note: potency is the fitted concentration of half-maximal effect; % is set by controls: 0 for no effect and ±100 for the full control effect; nearly all actives have a fitted effect of over 55% in size
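Kinase-Glo luminescence reports ATP generated from ADP (0.1 mM) and PEP (0.5 mM) by purified hPK-M2 after 1 h at room temperature, pH 7.2 imidazole buffer; intermediate enzyme activity allows detecting inhibitors and activators.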
Mito fusion yeast = qHTS Assay for Small Molecule Inhibitors of Mitochondrial Division or Activators of Mitochondrial Fusion; S. cerevisiae fusion-defective mutant growth rescue, CellTiterGlo 48 h; Potency, µM (doses to about 46.1 µM), for inactives: at the top dose growth rescue (activation), usual class: activators; 320,000 tested, 0.23% active;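 note: potency is the fitted concentration of half-maximal effect; % of control where 0% means no effect; nearly all actives have a fitted effect of over 45% in size; temperature-sensitive fusion mutants such as fzo1-1 at 37 °C on non-fermentable ethanol glycerol medium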
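Luminescent cell viability in 1536-well qHTS format served as the measure of rescued growth in ts fusion-mutant S. cerevisiae cultured on non-fermentable YPEG for 48 hours at 37C.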
* hit, by the source's call; i = inactive; u = inconclusive; x = not tested or not shown; [ ] = remark or other dose. Unless noted, calls come from the whole dose curve; as a rule, active = well fitted curve in the direction sought with a large enough effect; inconclusive = small, poorly fitted or top-dose-only effect, or another doubt; inactive = no such curve, though single readings can be large; an effect the other way counts as inactive or inconclusive. The list is partial (hit frequency here may not be typical).

The line under a structure holds: ASM inhibitor | Chronic BCR inh | GALK inh | KCNH2 WT inh | MBNL1 CUG block | Eya2 phos inh | TSHR antagonist | Mito fusion yeast | PKM2 activator | USP2a inh | Menin MLL FP TR
O=C(NCCCn1ccnc1)Nc1ccc2c(c1)OCO2
→ 3% | -2% | 1% | -112* | -9% | -11% | 14 | -1% | x | 2% | -24%
Cn1cc2cc(NC(N)=S)ccc2n1
→ 3% | -2% | 2% | 2 | x | -9% | -2 | 16% | -5% | -1% | 10%
CCOC(=O)c1cnc2c(C)c(Cl)ccc2c1N1CCN(CC)CC1
→ 9% | 0% | -4% | 6 | u | u | 10 | -17% | 3%[11.5 µM] | -20% | u
O=C(c1cc2ccccc2oc1=O)N(Cc1ccccc1)CC1CCCO1 (stereo not drawn)
→ 3% | 14% | 1% | -2 | u | 3% | 0 | 8% | -9% | 0% | u
Cc1ccc(CNC(=O)CN2C(=O)C3(OCCCO3)c3ccccc32)cc1
→ -1% | -6% | -1% | -7 | 4% | -30% | -6 | 0% | 2% | 0% | -2%
Cc1ccccc1CCNC(=O)C1CCCN(c2cnccn2)C1 (stereo not drawn)
→ 18% | -21% | 7% | -5 | 3% | -17% | -5 | 13% | -2%[0.46 µM] | 2% | -11%
O=C(CO/N=C/c1ccccc1)Nc1c(F)c(F)c(F)c(F)c1F
→ 6% | 6% | 11% | i | -6% | -19% | 4 | 6% | 2% | 4% | 0%
COc1cccc(NC(=O)CSc2nnc(-c3cccc(OC(C)C)c3)n2N)c1
→ -4% | -8% | 3% | -12 | -12% | -4% | -11 | -2% | 9% | 2% | -7%
CCCCC(=O)Nc1ccc(C(=O)NCCc2ccccc2)cc1
→ 3% | 1% | x | -4 | -4% | -7% | 1 | -1% | 7% | 0% | -10%
Cc1ccccc1C(=O)Nc1nnc(CC(=O)N/N=C/c2cn(Cc3ccccc3)c3ccccc23)s1
→ -2% | u | 0% | 8 | 18% | 2% | -8 | -2% | -3% | -1% | x
COc1ccc(OC)c(NC(=O)c2cccnc2)c1
→ 1% | -5% | 8% | -7 | 1% | 7% | -6 | 4% | 5% | -4% | 20%
Cc1cc(N/C(=N/S(=O)(=O)c2cc(F)ccc2F)c2ccccc2)n(-c2ccccc2)n1
→ -5% | -3% | -3% | x | -4% | -7% | -12 | 28% | -1% | -1% | 4%
COc1ccccc1N1CSC2=C(C#N)C(c3ccc(SC)cc3)CC(=O)N2C1 (stereo not drawn)
→ -4% | -15% | 1% | 8 | 21% | -2% | 0 | 10% | -9% | -1% | 0%[11.7 µM]
S=C(N/N=C/c1ccccc1Cl)Nc1cccc(Cl)c1Cl
→ -1% | 2% | 1% | -15 | 3% | -3% | -1 | -14% | 0% | -1% | x
CCOC(=O)N1CCN(CC(O)COC(CC)c2ccccc2)CC1 (stereo not drawn)
→ 1% | 1% | -1% | -2 | 10% | 21% | 1 | 0% | -1% | 3% | -16%
CCN(C(=O)c1cc(S(=O)(=O)N2CCCCC2)c[nH]1)c1ccc(OC)cc1
→ 2% | 16% | x | -4 | 4% | 10% | -2 | -5% | 0% | -1% | -11%
Cc1ccc(S(=O)(=O)Nc2cc(C(=O)NCCN3CCCC3)ccc2N2CCCCC2)cc1
→ 3% | u | 0% | 7 | -14% | 5% | 15 | -1% | -3% | 3% | -16%
COc1cccc(N2CC(C)Cn3c2nc2c3c(=O)[nH]c(=O)n2C)c1 (stereo not drawn)
→ 2% | u | x | 2 | -4% | -18% | 7 | -3% | x | 0% | 6%
CCOc1ccc(NC(=S)NC(=O)/C=C/c2ccc(OC)c(OC)c2)c([N+](=O)[O-])c1
→ -3% | u | 0% | -5 | 8% | 5% | -3 | 4% | -1% | 1% | u
COc1cccc(OC)c1CN(C)C(=O)c1cnccc1C(F)(F)F
→ 1% | 0% | 2% | 0 | x | 13% | 3 | 2% | -3% | 0% | x

Three compounds drawn at random from those above, as already listed:
The line under a structure holds: ASM inhibitor | Chronic BCR inh | GALK inh | KCNH2 WT inh | MBNL1 CUG block | Eya2 phos inh | TSHR antagonist | Mito fusion yeast | PKM2 activator | USP2a inh | Menin MLL FP TR
CCN(C(=O)c1cc(S(=O)(=O)N2CCCCC2)c[nH]1)c1ccc(OC)cc1
→ 2% | 16% | x | -4 | 4% | 10% | -2 | -5% | 0% | -1% | -11%
CCCCC(=O)Nc1ccc(C(=O)NCCc2ccccc2)cc1
→ 3% | 1% | x | -4 | -4% | -7% | 1 | -1% | 7% | 0% | -10%
O=C(CO/N=C/c1ccccc1)Nc1c(F)c(F)c(F)c(F)c1F
→ 6% | 6% | 11% | i | -6% | -19% | 4 | 6% | 2% | 4% | 0%

Additional results:
The line under a structure holds: ASM inhibitor | Chronic BCR inh | GALK inh | KCNH2 WT inh | MBNL1 CUG block | Eya2 phos inh | TSHR antagonist | Mito fusion yeast | PKM2 activator | USP2a inh | Menin MLL FP TR
CN1C(=O)SC(Nc2cccc3ccccc23)C1=O (stereo not drawn)
→ -2% | -1% | -4% | -5 | u | -6% | 5 | 1% | 10% | -2% | 22%
CCOC(=O)c1c(-c2ccc(C)o2)csc1NC(=O)CN(C)CC(=O)Nc1ccc(C)cc1
→ -8% | -4% | 0% | 0 | 388%[activator] | 14% | -5 | -1% | u | -1% | u
Cn1c(=O)c2cn(-c3ccccc3)cc2n(C)c1=O
→ 16% | -1% | -3% | -9 | 11% | -8% | 4 | 3% | 1% | 0% | 4%
Cc1nc2c(C(=O)NCCc3ccccc3Cl)c[nH]n2c(=O)c1Cl
→ -2% | u | x | 1 | -6%[11.5 µM] | 2% | -23 | -30%[inhibitor] | 2% | 3% | u
COc1ccc(NC(=O)C2CCCN2C(=O)Nc2cccc(F)c2)cc1 (stereo not drawn)
→ 0% | -7% | -2% | -5 | -7% | 13% | -2 | 5% | 1% | 2% | 6%
COc1ccc(-c2nc3n(c(=O)c2C#N)CCS3)cc1
→ 8% | 5% | 1% | 1 | u | 4% | 38 | 8% | -1% | 6% | 8%
COC(=O)C(Cc1ccccc1)NC(=O)c1ccc(NS(=O)(=O)c2ccc3[nH]c(=O)[nH]c3c2)cc1 (stereo not drawn)
→ -3% | u | x | 10 | x | -10% | -8 | -1% | x | 1% | x
COC(=O)Sc1nc(N2CCOCC2)c2c(c1C#N)CC(C)(C)OC2
→ 1% | -11% | 2% | -13 | 11% | -1% | 6 | 8% | 1% | 2% | 1%
CCN(c1ccccc1)S(=O)(=O)c1ccc(C(=O)NCc2ccco2)cc1
→ 1% | 0% | x | 0 | x | 4% | 11 | x | x | 3% | x
COc1ccccc1CN1CCNC(=O)C1CC(=O)NCCc1cnccn1 (stereo not drawn)
→ 8% | -1% | -1% | 5 | -7% | -2% | -1 | -1% | 6% | 4% | 14%
CCOc1ccccc1N1CCN(C(=O)c2c(C)noc2C)CC1
→ 0% | -1% | 0% | -10 | -4% | 19% | 9 | -3% | 12% | -1% | u

Screens from PubChem BioAssay.
